Siah-1 displacement = blockers of Siah-1 interaction with plectin peptide – biochemical, fluorescence polarization, rhodamine-plectin, uHTS, primary screen (AID 1817); 290,000 compounds, 0.02% hits; Siah-1 / rhodamine-plectin peptide fluorescence polarization; higher % means a stronger effect; displacement, % at 20 µM; hits with a dose series show IC50 in µM;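 active means displacement of at least 50% at 20 µM, with a fluorescence ratio check between 0.3 and a set limit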;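 further: plate controls were Siah plus tracer with DMSO for no effect and tracer alone without Siah for full effect; strong numbers were not always called active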
West Nile virus CPE = West Nile virus antiviral activity, cell-based, CPE readout (AID 1621); West Nile virus-infected cells, CPE inhibition; higher % means a stronger effect; one-dose CPE inhibition, % at 10 µM; IC50 in µM for titrated hits; 290,000 compounds, 0.02% hits; in the data active means a potency from the dose series; inconclusive means CPE inhibition mostly from about 3.7% at the one dose, without a potency; inactive means the rest, 99 in 100 with CPE inhibition below about 2.2%; further: strong numbers were not always called active
UTI89 phage lysis = inhibition of K1F phage lysis, E. coli UTI89, bacterial capsule biogenesis inhibitors, alamar blue (AID 488966); E. coli UTI89 K1F phage lysis, alamar blue, 2 h; higher % means a stronger effect; 340,000 compounds, 0.02% hits; inhibition, % at 100 µM; hits with a dose series show IC50 in µM;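 active means phage lysis inhibition, versus mean bacterial control, above a set limit; inconclusive means no clear call, values can overlap the other calls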;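 further: capsule biogenesis inhibitors block K1F phage lysis so surviving cells raise fluorescence; higher fluorescence means more inhibition of phage lysis; actives were called in the ten point dose series up to 300 µM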
RSV CPE inhibition = RSV antiviral activity via CPE protection, HEp-2 cells, primary 10 µM value included (AID 2391); HEp-2 cells, RSV-induced CPE inhibition; higher % means a stronger effect; one-dose CPE inhibition, % at 10 µM; IC50 in µM for titrated hits; 310,000 compounds, 0.13% hits; in the data active means a potency from the dose series; inconclusive means CPE inhibition mostly from about 23% at the one dose, without a potency; inactive means the rest, 99 in 100 with CPE inhibition below about 21%; further: strong numbers were not always called active
SV40 large T antigen = TAg ATPase/helicase activity blockers – biochemical (AID 1903); inhibition, % at 20 µM; hits with a dose series show IC50 in µM; 310,000 compounds, 0.39% hits; SV40 large T antigen ATPase/helicase inhibition assay; higher % means a stronger effect; in the data active means a potency from the dose series; inconclusive means inhibition mostly from about 32% at the one dose, without a potency; inactive means the rest, 99 in 100 with inhibition below about 32%; further: strong numbers were not always called active
Rac1 GTP hydrolysis = MgcRacGAP GTPase-activating activity inhibitors, confirmation, biochemical, ADP Hunter fluorescence; MgcRacGAP-stimulated Rac1 GTP hydrolysis, ADP Hunter fluorescence; higher % means a stronger effect; GST-tagged Rac1 F28L mutant substrate; inhibition, % at 30 µM, or IC50 in µM where a hit was titrated; 340,000 compounds, 0.6% hits;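 active means first-screen hits whose inhibition reached a set limit at any dose in the follow-up dose series; inconclusive means inhibition above the set first-screen limit but never retested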;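 further: fluorescence reports GDP produced by GAP-driven GTP hydrolysis; strong numbers were not always called active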
NS5 inhibitors = Dengue-2 NS5 methyltransferase inhibitors, primary screen, biochemical, confirmation dose response (AID 588689); Dengue-2 NS5 methyltransferase capping enzyme assay, biochemical; higher % means a stronger effect; one-dose inhibition, % at 25 µM; IC50 in µM for titrated hits; 340,000 compounds, 0.3% hits; in the data active means a potency from the dose series; inconclusive means inhibition above about 29% without an active follow-up result
AID2073 = inhibitors of Mint1-CaV2.2 protein interaction, biochemical, HTRF (AID 2073); 290,000 compounds, 0.19% hits; HTRF protein-protein interaction, Mint1-CaV2.2; higher % means a stronger effect; one-dose inhibition, % at 20 µM; IC50 in µM for titrated hits; in the data active means inhibition mostly above about 51%, no sharp cut-off; inconclusive means no clear call, values can overlap the other calls; inactive means mostly below about 53%; further: some results filed as inactive read as strong as hits
NTR1 agonist = agonists of NTR1, primary screen, imaging, U2OS cells, beta-arrestin-GFP, high content (AID 493036) | P30989 | NTR1-U2OS beta-arrestin-GFP spot imaging, agonist mode | activation, % at 20 µM | 330,000 compounds, 0.17% hits;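 active means activation at or above 40% of the spot to cytoplasm intensity ratio, with at least 20 cells analyzed; inconclusive means wells under 20 cells, flagged as cytotoxic or low count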;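 further: 0% = DMSO without peptide and 100% = 100 nM NTR1 peptide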
Target sequence (P30989 whole entry, looked up): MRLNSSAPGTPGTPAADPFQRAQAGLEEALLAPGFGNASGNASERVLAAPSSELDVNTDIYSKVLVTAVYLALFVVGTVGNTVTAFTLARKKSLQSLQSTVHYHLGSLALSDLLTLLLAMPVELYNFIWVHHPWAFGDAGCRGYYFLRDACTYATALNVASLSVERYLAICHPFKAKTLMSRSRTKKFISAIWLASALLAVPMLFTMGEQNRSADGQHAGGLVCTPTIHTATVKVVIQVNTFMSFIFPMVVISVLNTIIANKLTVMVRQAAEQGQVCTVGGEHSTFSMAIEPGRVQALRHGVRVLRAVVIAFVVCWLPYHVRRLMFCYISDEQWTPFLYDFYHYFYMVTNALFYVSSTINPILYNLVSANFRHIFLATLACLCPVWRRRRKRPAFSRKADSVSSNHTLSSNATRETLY
NTR1 agonist cell count 20 µM = recorded beside NTR1 agonist, whose call it bears; cell count; measured here: cell count, cytotoxicity flag
NS5 inhibitors pilot replicate = second read-out of NS5 inhibitors, no call of its own (marks repeat the call); inhibition, %; measured here: pilot screen replicate inhibition
* marks the source's active call; other numbers are inactive results; ? = inconclusive; . = no result given; & = joins results of further samples; [ ] = remark or other dose.

The first 2 entries as a preview:
SMILES	Siah-1 displacement	West Nile virus CPE	UTI89 phage lysis	RSV CPE inhibition	SV40 large T antigen	Rac1 GTP hydrolysis	NS5 inhibitors	AID2073	NTR1 agonist	NTR1 agonist cell count 20 µM	others
CC(C)C[C@@H](CN1C(N)=NC[C@@H]1C)NC(=O)CC12CC3CC(CC(C3)C1)C2	.	.	-0.7%	.	.	4%	4%	.	-0.6	57
CCc1ccc(C(N)=S)cc1	4%	1.1%	-0.6%	2.6%	8%	3%	-4%	0%	-0.1	42

Main list, repeating the preview:
SMILES	Siah-1 displacement	West Nile virus CPE	UTI89 phage lysis	RSV CPE inhibition	SV40 large T antigen	Rac1 GTP hydrolysis	NS5 inhibitors	AID2073	NTR1 agonist	NTR1 agonist cell count 20 µM	others
CC(C)C[C@@H](CN1C(N)=NC[C@@H]1C)NC(=O)CC12CC3CC(CC(C3)C1)C2	.	.	-0.7%	.	.	4%	4%	.	-0.6	57
CCc1ccc(C(N)=S)cc1	4%	1.1%	-0.6%	2.6%	8%	3%	-4%	0%	-0.1	42
O=C(N/N=C/c1cc([N+](=O)[O-])ccc1O)C1CCCCC1	-7%	1.1%	-3.3%	4.3%	-2%	4%	-3%	-6%	3.8	39
CC(C)(C)C(=O)CCN1C(=O)C2(OCCO2)c2ccccc21	0%	0.1%	0.6%	0.2%	5%	6%	.	-3%	-0.1	54
COc1ccc(CC(=O)Nc2cccc3c2CCCC3)cc1	-2%	-0.5%	0.0%	3.6%	8%	-2%	-8%	6%	-0.3	55	NS5 inhibitors pilot replicate=-4.6
Nc1cc(C(=O)OCC(=O)N2CCN(C(=O)COC(=O)c3ccc(Cl)c(N)c3)CC2)ccc1Cl	.	.	1.2%[50 µM]	.	.	7%	-10%	.	0.4	57
COc1ccc(Cn2c(=O)oc3ccc(C)cc32)cc1	3%	-1.3%	0.0%	0.4%	6%	7%	-8%	0%	-0.7	54	NS5 inhibitors pilot replicate=1.2
c1ccc(OCC2CCNCC2)nc1	3%	-0.1%	0.0%	0.8%	21%	14%	-7%	0%	0.8	63	NS5 inhibitors pilot replicate=3.9
Cc1nnc(CN(C)C(=O)CC2C(=O)NCCN2Cc2ccccc2C)o1 (stereo not drawn)	4%	-0.2%	0.3%	2.6%	14%	0%	9%	-1%	-1.9	60
Cc1ccc(N(C(=O)C2CCC(=O)N2)C2(C(=O)NC3CCCC3)CCCCC2)cc1 (stereo not drawn)	0%	-0.5%	0.2%	1.2%	4%	2%	-5%	1%	0.5	94
O=C(c1ccc2c(c1)OCO2)N1CCCC(c2ccccc2)C1 (stereo not drawn)	-1%	-0.4%	2.5%	0.9%	15%	2%	-6%	0%	.	.
FC(F)(F)c1cc(CCN2C(=S)NC[C@@H]2Cc2ccccc2)cc(C(F)(F)F)c1	2%	0.0%	0.2%	-2.1%	-2%	11%	2%	-2%	28	49
CC(C)NC(=S)N=Nc1c(O)[nH]c2ccc([N+](=O)[O-])cc12	-16%	-0.8%	0.7%	0.8%	12%	15%	-3%	11%	11	67
CN(Cc1ccccc1)c1nc(-c2ccc([N+](=O)[O-])cc2)nc2ccccc12	-2%	-0.2%	1.4%	1.7%	3%	8%	1%	-8%	4.4	53
OC(COc1ccc2c(c1)OCO2)CN1CCCCC1 (stereo not drawn)	27%	0.4%	-0.3%	-0.3%	-11%	-4%	-12%	13%	1.1	54
O=C(NC1CCCCNC1=O)c1ccccc1 (stereo not drawn)	8%	0.4%	0.0%	-1.0%	16%	11%	14%	0%	-0.1	55
CCCOc1cccc(NC(=O)c2cc(C)oc2C)c1	2%	-0.1%	0.1%	8.3%	-1%	1%	-1%	3%	1.0	53
Cc1ccc2cc(CCNC(=O)c3cccc([N+](=O)[O-])c3)c(=O)[nH]c2c1	-10%	-0.5%	0.1%	2.7%	2%	8%	-9%	8%	1.1	87
CCC1(c2ccccc2)NC(=O)N(CC(=O)NCCN2C(=O)S/C(=C\c3cccnc3)C2=O)C1=O (stereo not drawn)	.	.	0.7%[50 µM]	1.9%	10%	9%	-2%	.	0.1	60
CC(=O)Oc1ccc(N2C(=O)C3C(C2=O)C2C=CC3C23CC3)cc1[N+](=O)[O-] (stereo not drawn)	-7%	-0.3%	0.3%	0.7%	2%	10%	-8%	-10%	5.2	88
COc1ccc(-n2ncc3c2CC(C)(C)CC3NC(=O)CCn2nc(C)cc2C)cc1 (stereo not drawn)	-9%	-0.3%	-0.2%	.	14%	-7%	-9%	6%	-0.7	68
O=C(Cc1ccc(S(=O)(=O)N2CCOCC2)s1)NCCC(c1ccccc1)c1ccccc1	-4%	-0.1%	0.1%	19%	7%	3%	-1%	11%	-0.3	70
COc1ccc(OCCSc2nnc(Cc3cccc4ccccc34)n2N)cc1	-2%	-1.3%	5.8%	16%	12%	9%	-9%	-10%	0.6	41
COCCCn1c(=O)c2ccccc2n(CC(=O)NCCC2=CCCCC2)c1=O	3%	-0.6%	-0.4%	-0.2%	2%	8%	-1%	8%	-1.9	58
CC(=O)c1ccc(N2CCN(C(=O)c3cc4c(-c5ccccc5F)nn(C)c4s3)CC2)cc1	1%	0.1%	0.2%	6.2%	2%&6%	10%	-4%	13%	-1.4	91
SMILES	Siah-1 displacement	West Nile virus CPE	UTI89 phage lysis	RSV CPE inhibition	SV40 large T antigen	Rac1 GTP hydrolysis	NS5 inhibitors	AID2073	NTR1 agonist	NTR1 agonist cell count 20 µM	others
O=C(O)c1ccc(/C=N/NC(=O)c2ccc3c(c2)OCCO3)cc1	-6%	0.0%	0.2%	-0.3%	7%	-9%	-12%	6%	-0.1	64
Cc1onc(-c2c(Cl)cccc2Cl)c1C(=O)ONC(=O)c1ccccc1	2%	0.6%	2.9%	.	17%	5%	-7%	6%	-0.4	57
Cc1ccc(NC(=O)CCc2nc3sc4c(c3c(=O)[nH]2)CCCC4)nc1	.	.	1.5%[50 µM]	-1.7%	15%	10%	-1%	.	2.3	66
Cc1ccc(NC(=O)CN2CCOCC2)cc1C	0%	-0.6%	-0.1%	0.3%	8%	6%	1%	2%	0.8	70	NS5 inhibitors pilot replicate=0.6
CCOP(=O)(/C(C#N)=C(/O)c1ccccc1)c1ccccc1 (stereo not drawn)	6%	0.8%	-1.2%	1.1%	12%	5%	-2%	7%	-0.6	54
Cc1cccc2c(N=O)c(O)[nH]c12	-7%	0.5%	-1.2%[50 µM]	8.2%	15%	2%	-26%	7%	0.5	80
COc1ccc(-c2noc(CCC(=O)NCCc3ccccc3)n2)cc1	-6%	-1.3%	0.0%	3.9%	-16%	15%	-9%	13%	-0.9	116
O=C(CC1(O)C(=O)Nc2ccccc21)c1cccc(-n2cccc2)c1 (stereo not drawn)	2%	0.6%	-0.2%	2.1%	3%	-4%	-9%	0%	1.2	57
CC(C)Oc1ccc(N2CC(C(=O)NC3=NCCS3)CC2=O)cc1 (stereo not drawn)	6%	0.3%	0.7%	-1.1%	.	10%	-6%	-4%	-0.6	33
CC1CCN(c2c(NCc3ccc(C(=O)NCC4COc5ccccc5O4)cc3)c(=O)c2=O)CC1 (stereo not drawn)	.	0.5%	0.3%	5.0%	.	7%	1%	.	-1.9	92
COc1ccccc1CNC(=O)c1oc2ccc(S(=O)(=O)N3CCOCC3)cc2c1C	-2%	0.8%	0.1%	7.6%	15%	7%	7%	2%	3.1	55
CCCCn1c(N)c(N(CCC(C)C)C(=O)COC(=O)c2ccccc2)c(=O)[nH]c1=O	-3%	-0.6%	0.6%	-1.8%	9%	11%	-7%	-3%	0.5	65
COc1cccc(N2CCN(C(=O)c3ccc(CS(=O)c4ccccc4C)o3)CC2)c1 (stereo not drawn)	8%	-0.2%	0.0%	1.6%	2%	4%	-2%	4%	0.7	45
COC(=O)c1sc(S(=O)(=O)Nc2ccc(C)cc2)c(C(=O)OC)c1C	9%	0.4%	0.7%[50 µM]	6.2%	9%	6%	-3%	-2%	-0.8	73
COCC(C)n1c(C)cc(C(=O)CSc2nc3ccccc3c(=O)[nH]2)c1C (stereo not drawn)	-1%	0.8%	0.2%	3.1%	18%	2%	-4%	7%	4.3	74
Cc1ccc(NC(=O)c2cc(NC(=O)C3CC=CCC3C(=O)O)ccc2N2CCOCC2)cc1 (stereo not drawn)	1%	-0.1%	0.0%	0.5%	-6%	2%	20%	10%	-0.3	27
CC(CN1CCOCC1)C(=O)c1ccccc1 (stereo not drawn)	2%	-0.5%	3.6%	-1.4%	4%	2%	-1%	-2%	0.3	47
COc1ccc(/C(C)=N/Nc2nccnc2Cl)cc1	.	.	0.6%[50 µM]	1.5%	.	4%	-1%	.	0.5	55
COCCn1c(C)cc(C(=O)COC(=O)CNC(=O)c2ccccc2)c1C	6%	-0.4%	0.3%	1.7%	4%	6%	-17%	2%	0.3	81
Cc1ccc(N(CC(=O)NCc2ccc(F)cc2)S(=O)(=O)c2c(C)n[nH]c2C)cc1	-3%	-0.5%	-0.1%	1.1%	10%	-34%	-14%	2%	2.2	61
CCCCC(CC)C(=O)Oc1ccc(O)c(C(C)(C)C)c1 (stereo not drawn)	-1%	-1.1%	-4.1%	1.9%	4%	-1%	-6%	3%	15	52
N#Cc1c(NC(=O)CSc2nc(-c3ccccc3)cc(C(F)(F)F)n2)sc2c1CCC2	2%	-0.9%	3.4%	2.2%	15%	4%	6%	4%	4.2	68
Fc1ccc2[nH]c3c(c2c1)CN(C(=S)NCc1ccccc1)CC3	-6%	-1.6%	0.8%	?	4%	12%	0%	-32%	6.3	55
CC(C)C(O)(C#CCN1CCCC1)c1ccccc1 (stereo not drawn)	0%	-0.2%	-0.1%	-0.1%	-12%	0%	-10%	-6%	-0.7	42
COC(=O)c1ccccc1NC(=O)CSc1nc(O)c(-c2ccccc2)c(=O)[nH]1	16%	-0.1%	-0.1%	4.0%	7%	10%	-15%	1%	-0.3	36
O=C(Nc1ccc2[nH]c(=O)[nH]c2c1)c1ccc(Cl)c(Cl)c1	3%	-0.1%	.	2.0%	21%	.	.	34%	-0.3	23
CS(=O)(=O)C1=NSC2=NC(=O)/C(=C\c3ccc(OC(=O)c4ccco4)c(Br)c3)C(=N)N21	-4%	0.6%	0.3%	1.1%	32%	42%	-103%	6%	2.1	57
Cc1cc(C(=O)OCC(=O)c2cccc([N+](=O)[O-])c2)c2cccc(C)c2n1	-2%	.	-0.3%[50 µM]	3.4%	-1%	1%	-1%	20%	2.0	57
CC(=O)NCC(=O)OCC(=O)Nc1ccc(C(C)=O)cc1	-4%	.	2.9%	1.4%	5%	4%	-3%	3%	-0.3	52
CC12CC3(C)CC(C)(C1)CC(C(=O)NC(=S)NC(C)(C)C)(C2)C3	0%	-0.3%	0.1%	2.2%	6%	3%	8%	-2%	0.0	78

Bioassay records as filed in PubChem BioAssay.
